# POLB inh: qHTS Assay for Inhibitors of DNA Polymerase Beta. Pol beta primer extension/strand displacement, fluorescence kinetic. 340,000 tested, 1.3% active. P06746. Potency, µM (top dose mostly 114 µM), without a hit: top-dose activity change, negative = inhibition, usual class: inhibitors. AID 485314, 2010; further: potency means the concentration at half of the fitted maximal effect; on the % scale 0 is the no-effect control and ±100 the full control effect
#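 Reaction started by 50 nM substrate onto compound-treated Pol beta (10 nM, 15 min preincubation, room temperature); plates read at 0 min and 10 min. Normalized concentration-effect data fitted by four-parameter Hill equation.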
# PGK inhibitor: qHTS Assay to Find Inhibitors of Phosphoglycerate Kinase | PGK/GAPDH coupled, Kinase-Glo luminescence, 60 min | Potency, µM (doses to about 57.5 µM), for the others: at the top dose activity change, negative = inhibition, most hits filed as inhibitors | 380,000 tested, 0.043% active | AID 602233, 2012; further: potency means the concentration at half of the fitted maximal effect; on the % scale 0 is the no-effect control and ±100 the full control effect; nearly all actives have a fitted effect of over 60% in size
#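 Recombinant glycosomal PGK reaction used 1,3-bisphosphoglycerate generated in-well by GAPDH (100nM final) in 100mM TEA pH 7.6, 5mM MgCl2, 0.01% Tween-20. After 60 minutes at room temperature, ATP was read by Kinase-Glo Plus luminescence end-point.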
# APE1 inh: qHTS Assay for Inhibitors of the Human Apurinic/apyrimidinic Endonuclease 1 (APE1). 350,000 tested, 0.35% active. DNA repair nuclease/redox regulator APEX1 (Homo sapiens), P27695. recombinant APE1, TAMRA/BHQ-2 abasic DNA cleavage fluorescence. Potency, µM (series often up to 65.8 µM), without a hit: top-dose activity change, negative = inhibition, most hits filed as inhibitors;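 further: potency means the concentration at half of the fitted maximal effect; plate controls were vehicle for no effect and reference inhibitor for full effect; nearly all actives have a fitted effect of over 55% in size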
# Target sequence (P27695 whole entry, looked up): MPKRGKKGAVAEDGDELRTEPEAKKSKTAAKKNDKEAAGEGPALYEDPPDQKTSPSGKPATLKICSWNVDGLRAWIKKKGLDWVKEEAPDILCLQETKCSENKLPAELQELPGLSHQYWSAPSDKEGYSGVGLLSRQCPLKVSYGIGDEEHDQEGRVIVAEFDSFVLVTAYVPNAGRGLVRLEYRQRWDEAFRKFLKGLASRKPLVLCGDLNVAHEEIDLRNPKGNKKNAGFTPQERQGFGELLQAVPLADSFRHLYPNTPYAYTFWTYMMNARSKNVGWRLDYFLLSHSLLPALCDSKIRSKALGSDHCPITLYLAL
#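 Activity was derived from the fluorescence gain between first and third kinetic reads (60 s intervals, ex 525/em 598 nm) after 50 nM THF-abasic TAMRA/BHQ-2 duplex was added to 0.75 nM APE1 preincubated 15 min with compound.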
# POLK inh: qHTS for Inhibitors of Polymerase Kappa; DNA polymerase kappa (Homo sapiens), Q9UBT6; AID 588579, 2011; 400,000 tested, 0.53% active; Potency, µM (series often up to 107 µM), without a hit: at the top dose activity, negative = inhibition, usual class: inhibitors; purified Pol kappa, fluorescent DNA synthesis assay, 10 min; further: potency means the concentration at half of the fitted maximal effect; on the % scale 0 is the no-effect control and ±100 the full control effect
#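 10 nM Pol kappa was preincubated with compounds for 15 min at room temperature. Reaction started with 50 nM (final) substrate. Fluorescence read kinetically at 0 and 10 min.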
# Pol iota inh: qHTS for Inhibitors of Polymerase Iota; Pol iota fluorescent replication assay, 10 min; Potency, µM (highest dose often 115 µM), for the others: at the highest dose activity, negative = inhibition, most hits filed as inhibitors; 390,000 tested, 1% active; AID 588590, 2011; further: potency means the concentration at half of the fitted maximal effect
#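 Fluorescent replication assay read twice, at 0 min and 10 min after adding 50 nM (final) substrate. Enzyme (10 nM) and compounds were first incubated 15 min at room temperature; enzyme-free buffer wells were negative controls.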
# Anesthetic bind: qHTS Assay for Identification of Novel General Anesthetics; AID 485281, 2010; apoferritin/1-aminoanthracene competitive binding, fluorescence; Ferritin light chain (Equus caballus), P02791; Potency, µM (series often up to 77.5 µM), without a hit: at the highest dose activity change, negative = displacement, hits mostly inhibitors; 350,000 tested, 0.074% active; further: potency means the concentration at half of the fitted maximal effect; on the % scale 0 is the no-effect control and ±100 the full control effect; nearly all actives have a fitted effect of over 20% in size
#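 Apoferritin-based anesthetic binding model; compound displacement of fluorescent 1-AMA measured as endpoint fluorescence after 10 minutes at room temperature, scaled to free-ligand and complex controls.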
# Pol eta inh: qHTS for Inhibitors of Polymerase Eta; recombinant Pol eta, fluorescent DNA replication assay; DNA polymerase eta (Homo sapiens), Q9Y253; 390,000 tested, 1.2% active; Potency, µM (top dose mostly 114 µM), for the others: at the highest dose activity change, negative = inhibition, usual class: inhibitors; further: potency means the concentration at half of the fitted maximal effect; on the % scale 0 is the no-effect control and ±100 the full control effect
# Target sequence (Q9Y253 whole entry, looked up): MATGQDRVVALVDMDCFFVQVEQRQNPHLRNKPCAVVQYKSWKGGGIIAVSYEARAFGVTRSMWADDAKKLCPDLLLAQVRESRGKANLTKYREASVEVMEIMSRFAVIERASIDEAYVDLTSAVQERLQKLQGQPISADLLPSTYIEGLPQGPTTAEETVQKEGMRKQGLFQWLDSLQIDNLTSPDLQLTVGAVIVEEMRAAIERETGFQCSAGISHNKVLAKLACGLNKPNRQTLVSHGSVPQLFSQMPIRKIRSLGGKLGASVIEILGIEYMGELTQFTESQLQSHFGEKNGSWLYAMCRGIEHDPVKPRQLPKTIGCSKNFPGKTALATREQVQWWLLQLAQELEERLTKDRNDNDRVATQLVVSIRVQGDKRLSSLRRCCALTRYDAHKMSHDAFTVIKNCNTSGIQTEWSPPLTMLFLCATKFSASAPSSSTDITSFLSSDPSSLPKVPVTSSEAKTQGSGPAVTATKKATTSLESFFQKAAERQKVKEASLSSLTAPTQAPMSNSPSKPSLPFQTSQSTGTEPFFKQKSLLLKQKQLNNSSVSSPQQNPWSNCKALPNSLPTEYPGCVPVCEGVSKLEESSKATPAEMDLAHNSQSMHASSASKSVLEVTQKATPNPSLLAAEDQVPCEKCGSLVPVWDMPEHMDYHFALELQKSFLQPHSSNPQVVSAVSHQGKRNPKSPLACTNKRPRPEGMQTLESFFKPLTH
#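 Pol eta at 10 nM preincubated with compounds 15 min at room temperature; reaction started with fluorescent substrate (50 nM final) and read kinetically at 0 and 10 min.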
# BLM inh: qHTS Assay for Inhibitors of Bloom's syndrome helicase (BLM); Potency, µM (series often up to 56.1 µM), for the others: at the top dose activity change, negative = inhibition, most hits filed as inhibitors; recombinant BLM DNA unwinding, fluorescence dequenching; AID 2528, 2010; RecQ-like DNA helicase BLM (Homo sapiens), P54132; 350,000 tested, 0.2% active;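 further: potency means the concentration at half of the fitted maximal effect; plate controls were vehicle for no effect and no enzyme for full effect; nearly all actives have a fitted effect of over 35% in size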
# RXFP1 antag: qHTS Assay for Antagonists of the Relaxin Receptor RXFP1 | activity change, negative = inhibition, % at 57.5 µM | HEK293-RXFP1, relaxin-stimulated cAMP HTRF, 30 min; stronger effect = lower value | 350,000 tested, 0.59% active;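 active means activity change of -60% or lower, but not beyond a set lower limit; inconclusive means change between -60% and -40%, or beyond the set limit; inactive means change above -40%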; further: on the % scale 0 is the no-effect control and ±100 the full control effect
# * hit, by the source's call; i = inactive; ? = inconclusive; . = no result given; & = joins results of further samples; [ ] = dose if it differs, or a comment. Unless noted, the call rests on the fitted dose curve; in most records, active means well fitted curve in the direction sought with a large enough effect; inconclusive means small, poorly fitted or top-dose-only effect, or another doubt; inactive means no such curve, though single readings can be large; an effect the other way counts as inactive or inconclusive.
SMILES,POLB inh,PGK inhibitor,APE1 inh,POLK inh,Pol iota inh,Anesthetic bind,Pol eta inh,BLM inh,RXFP1 antag
C1=C(c2c[nH]c3ccccc23)CCN(Cc2ccccc2)C1,9%,-6%,?,-5%,3%,-10%,-24%,0%,-8
NC(N)=N/N=C/c1ccc(N2CCOCC2)cc1,1%,i,7%,-8%,-11%,-5%,?,-2%,-1
CCn1cc2nc(SCc3ccccc3Cl)n(CCc3ccccc3)c(=O)c2n1,2%,-5%,.,0%,2%,68%[activator],-18%,-9%,.
CCOc1ccc(-n2c(CC)nc3ccccc3c2=O)cc1,-5%,-6%,-3%,8%,17%,6%,-18%,2%,.
CN(C)c1ccc(/C=C2\CC3C4CC=C5CC(O)CCC5(C)C4CCC3(C)C2=O)cc1 (centres undefined),15%,i,4%,-14%,14%,-10%,2%,-3%,.
CN1CCCN(C(=O)COc2ccc(F)cc2Cl)CC1,7%,-5%,-6%,2%,-2%,-2%,-22%,-2%,3
COc1ccc(Oc2cc(NC(=O)c3nn(C)cc3[N+](=O)[O-])cc([N+](=O)[O-])c2)cc1,13%,1%,-1%,-10%,-1%,-20%,-12%,-3%,4
C=C1CC[C@H](O)C/C1=C/C=C1\CCC[C@]2(C)[C@H]1CC[C@H]2[C@@H](C)CCCC(C)C,.,.,-1%[21 µM],-9%[12 µM],.,-2%[29.3 µM],.,5%[21.4 µM],.
CC[C@H]1CN2CCC1C[C@@H]2[C@H](O)c1ccnc2ccc(OC)cc12 (some centres undefined),.,i,.,-18%,28%,.,-3%,.,.
Cc1ccccc1CN1CCN(c2ccc(Cl)cc2)CC1,-20%,2%,3%,-3%,66%[activator],3%,-20%,-2%,?
COc1cccc(CN2CCN(Cc3cccc(F)c3)CC2)c1,2%,-4%,3%,-2%,-13%,-7%,-7%,4%,-6
CC12CCC(O)CC1CCC1C2CCC2(C)C(C(=O)CC(O)C(F)(F)F)CCC12 (centres undefined),.,-1%,.,-8%,5%,.,-26%,.,-1
Cc1cc(OCC(=O)Nc2c(C)n(C)n(-c3ccccc3)c2=O)c2c3c(c(=O)oc2c1)CCC3,37%,.,-7%,.,.,-7%,.,-1%,.
Cc1cc(OCC(=O)NCc2cccnc2)c2c3c(c(=O)oc2c1)CCCC3,?,1%,18%,2%,18%,-24%,-8%,-1%,-11
O=C(c1ccc2c(c1)N(Cc1ccc(F)cc1Cl)C(=O)c1ccccc1S2)N1CCC2(CC1)OCCO2,-7%,5%,.,-9%[60.1 µM],14%,-7%,-13%,-11%,7
CCN(CC)C(=O)c1ccc(NC(=O)c2ccc(-c3nn(C)c(=O)c4ccccc34)cc2)cc1,34%&2%,-3%,10%,-5%&-6%,54%&23%[activator],-8%&-8%,-15%&-9%,-3%&-3%,-9
CCN(CC)c1nc2ccccc2nc1C(=O)Nc1cccc(C(C)=O)c1,2%,-8%,.,0%[60.1 µM],-9%,?,-16%,-7%,-12
CCOC(=O)c1c(C)n(C(C)C)c2ccc(OC)cc12,-13%,3%,2%,1%,28%,-7%,-25%,-11%,-18
CC[N+](C)(C)c1cccc(O)c1,8%,1%,13%,5%[60.1 µM],23%,-8%,-10%,2%,8
CC(C)[N+](C)(CCC(C(N)=O)(c1ccccc1)c1ccccc1)C(C)C,23%,-2%,?,3%,?,-11%,-12%,1%,4
N#Cc1ccccc1Cn1cc(C(=O)c2ccco2)c2ccccc21,6%,-2%,-4%,-17%,6%,-11%,-8%,-5%,-8
c1ccc(CCN2CCC(N3CCN(c4ccccc4)CC3)CC2)cc1,-1%,i,-3%,6%,-13%,-11%,-7%,1%,-4
CCN(CC)c1ccc(/C=C/[N+](=O)[O-])cc1,-12%,-5%,-5%,2%,?,?,-10%,-6%,-23
CNC(=O)Oc1ccc(N(C)C)cc1C(C)C,0%,-4%,-1%,-9%,?,30%[activator],-1%,-2%,5
Cc1cc(OCCN2CC2)c2ccccc2n1,0%,.,1%,.,.,-5%,.,40%[activator],.
O=C(Cn1c(=O)oc2ccccc21)NCCc1ccccc1,2%,4%,-4%,-8%,123%[activator],3%,-7%,2%,7
COC(=O)C1=C(c2ccc(F)cc2OCc2ccccc2)C[C@@H]2CC[C@H]1N2C(=O)NCc1ccco1,.,-2%,-22%,?,?,.,45µM*,.,.
Clc1cccc(C2NCCc3[nH]cnc32)c1 (centres undefined),2%,5%,0%,-2%,2%,-7%,-23%,2%,-1
CCOc1cc(CNCCc2c[nH]c3ccccc23)cc(Cl)c1OCC,14%,0%,3%,-7%,-9%,2%,-29%,-13%,-26
CC1=CC(C)CC(C)OC(=O)CC(c2ccc(O)cc2)NC(=O)C(Cc2c(Br)[nH]c3ccccc23)N(C)C(=O)C(C)NC(=O)C(C)C1 (centres undefined),.,-4%,.,-19%,7%,.,?,.,-11
Cc1ccc(Cn2cccc(C(=O)Nc3ccc4c(c3)OCO4)c2=O)cc1,4%,1%,.,-11%[60.1 µM],-10%,-2%,9%,-3%,.
CC(C)CCOP(N)(=O)Oc1ccccc1Cl (centres undefined),69%,i,-1%,10%,27%,?,-5%,3%,.
CNC(=S)N1CCN(CCN=Cc2c(O)n(-c3ccc(C)cc3)c(=S)[nH]c2=O)CC1,18%,-6%,17%,0%,-11%,-7%,-11%,-4%,2
CCOC(=O)C1CCCCC12C(C#N)=C(N)Oc1n[nH]c(C)c12 (centres undefined),11%,-5%,2%,-11%,17%,-3%,6%,-2%,2
COc1ccc2c(c1)[C@@]13CCCC[C@H]1[C@@H](C2)NCC3,-8%[57.1 µM],.,-3%,6%[60.1 µM],-7%[58.9 µM],.,0%[57.1 µM],.,.
CN1CCc2nc3sc(C(=O)NC(C)(C)C)c(N)c3cc2C1,-11%,-8%,1%,-27%,56%[activator],-6%,2%,-2%,-13
COCCN(C(=O)COC(=O)Cc1ccccc1)c1c(N)n(Cc2ccccc2)c(=O)[nH]c1=O,.,-9%,25%,-5%,13%,.,-18%,.,-21
C1=C(c2ccccc2)CCNC1,-3%,3%,0%,-15%,3%[58.9 µM],-1%,-6%,-4%,7
CCn1c(O)c(C=NCCc2c[nH]c3ccccc23)c(=O)[nH]c1=O,18%,-3%,5%,-5%,2%[58.9 µM],-10%,-18%,-9%,9
Cc1ccc2nc(N3CCC(C(=O)N4CCC5(CC4)OCCO5)CC3)sc2c1,18%,0%,-1%,-19%,12%,-8%,-12%,-1%,-4
C=CC1CN2CCC1CC2[C@@H](OC(=O)c1ccc(OC)cc1)c1ccnc2ccccc12 (some centres undefined),4%,-2%,-3%,-14%,54%[activator],-13%,-16%,0%,-23
CCc1ccc(N2C(=O)NC(=O)/C(=C/c3cccn3CCOc3ccc(C(C)CC)cc3)C2=O)cc1 (centres undefined),17%,.,-10%,-23%,?,2%,-8%,-2%,-1
c1ccc2c(c1)sc1ccccc12,.,.,1%,-3%[60.1 µM],.,-9%,.,2%,10
Cc1cc(=O)n(-c2ccccc2)n1-c1ccccc1,-3%,-1%,-6%,-7%,34%[activator],-8%,-3%,-2%,-5
CCOP(=O)(OCC)C(NC(=O)c1ccc(C)cc1)C(Cl)(Cl)Cl (centres undefined),14%,0%,-5%,-2%,36%[activator],-7%,-13%,-3%,-11
CC1=[N+]([O-])C2(N)CCc3nonc3C2(O)C1 (centres undefined),2%,1%,7%,1%,5%,-5%,-9%,-1%,3
O=c1[nH]c(=O)n(C2CCCCCC2)c(O)c1C=NCc1ccc(F)cc1,-24%,3%,-3%,-7%,25%,2%,-16%,-8%,-13
CN1CC(C(=O)c2ccc(Cl)cc2)C(c2ccccc2F)C1 (centres undefined),-2%,5%,14%,-5%,89%[activator],-12%,-1%,0%,-4

# Some of the entries so far, bar-delimited.
SMILES | POLB inh | PGK inhibitor | APE1 inh | POLK inh | Pol iota inh | Anesthetic bind | Pol eta inh | BLM inh | RXFP1 antag
Cc1cc(OCC(=O)NCc2cccnc2)c2c3c(c(=O)oc2c1)CCCC3 | ? | 1% | 18% | 2% | 18% | -24% | -8% | -1% | -11
CN1CC(C(=O)c2ccc(Cl)cc2)C(c2ccccc2F)C1 (centres undefined) | -2% | 5% | 14% | -5% | 89%[activator] | -12% | -1% | 0% | -4

# The listing picks up, starting 4 compounds before the break.
SMILES,POLB inh,PGK inhibitor,APE1 inh,POLK inh,Pol iota inh,Anesthetic bind,Pol eta inh,BLM inh,RXFP1 antag
CCOP(=O)(OCC)C(NC(=O)c1ccc(C)cc1)C(Cl)(Cl)Cl (centres undefined),14%,0%,-5%,-2%,36%[activator],-7%,-13%,-3%,-11
CC1=[N+]([O-])C2(N)CCc3nonc3C2(O)C1 (centres undefined),2%,1%,7%,1%,5%,-5%,-9%,-1%,3
O=c1[nH]c(=O)n(C2CCCCCC2)c(O)c1C=NCc1ccc(F)cc1,-24%,3%,-3%,-7%,25%,2%,-16%,-8%,-13
CN1CC(C(=O)c2ccc(Cl)cc2)C(c2ccccc2F)C1 (centres undefined),-2%,5%,14%,-5%,89%[activator],-12%,-1%,0%,-4
N#CC(C#N)=Cc1ccc(N2CCOCC2)cc1,1%,i,3%,-20%,12%,3%,-19%,-5%,10
O=C1C2CCN(CC2)C1(CO)CO,.,-6%,-2%&2%&0%&-2%,2%[19.4 µM],.,.,-14%,2%&1%&-2%,9
CCc1ccc2nc(N3CCC(C(=O)N4CCC5(CC4)OCCO5)CC3)sc2c1,-20%,2%,2%,4%,1%,-20%,-14%,-4%,-30
O=C(NCc1cccnc1)Nc1ccccc1Cl,-7%,6%,-3%,-8%,3%,-17%,6%,2%,2
COc1cccc(CNC(=O)CSc2ccc(-c3ccco3)nn2)c1,?,11%,?,-17%,73%[activator],-7%,4%,-20%,17

# Only part of the results is shown; rates above refer to the full screens.
